Screening results as filed in PubChem BioAssay.
RTF Ca sens act: cardiac RTF calcium sensitivity activators, primary screen, biochemical, IANBD-TnC fluorescence, EC20 calcium. Troponin I, cardiac muscle (Homo sapiens) + Troponin T, cardiac muscle (Homo sapiens) + …. IANBD-labeled TnC RTF fluorescence at EC20 calcium; 0% EC20 calcium, 100% full calcium. activation, % at 7.2 µM. 340,000 compounds, 0.24% hits;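 active means activation above the mean over all tested compounds plus 3 SD, cut at about 30% in these data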;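 further: rise in fluorescence read as greater calcium sensitivity of cardiac thin filaments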
C-LANA FP: inhibitors of KSHV C-LANA binding to DNA, primary screen, biochemical, fluorescence polarization, FAM-LBS DNA, MBP-C-LANA, single point; Kaposi's sarcoma herpesvirus LANA C-terminal domain (residues 932-1162) DNA binding; 340,000 compounds, 0.078% hits; inhibition, % at 9 µM;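 active means highest replicate inhibition at or above 60% at 9 µM, even if other replicates fall short; inactive means all replicates below 60% inhibition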;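 further: 0% = neutral control wells and 100% = 4 µM acridine orange control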
Keap1-Nrf2 PPI: Keap1-Nrf2 protein-protein interaction inhibitors, primary screen, biochemical, fluorescence polarization, single point; Kelch-like ECH-associated protein 1 (Homo sapiens), Q14145; Keap1 Kelch-Nrf2 peptide fluorescence polarization, 1536-well; inhibition, % at 9.4 µM; 340,000 compounds, 0.15% hits; AID 504523, 2011; in the data active means inhibition above about 12%;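 further: human Keap1 Kelch domain with fluorescein labeled Nrf2 9mer peptide probe; 0% = neutral control wells and 100% = peptide positive control; higher means more block of Keap1 binding to Nrf2 peptide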
V-ATPase pH: regulators of yeast V-ATPase proton pumping, primary screen, pHLuorin cytosolic pH fluorescence | S. cerevisiae | response, % at 10 µM | 350,000 compounds, 0.37% hits | AID 504577, 2011; in the data active means response mostly above about 7.3%, no sharp cut-off; inactive means mostly below about 5.4%; further: actives read high; inactives centre near 0; some compounds called inactive have numbers as strong as hits; reference of the scale not given here
Wnt act: Wnt/beta-catenin pathway activators, primary screen, cell-based, plate reader, single point; Wnt/beta-catenin reporter cell assay, activator; activation, % at 9.35 µM; 300,000 compounds, 1.2% hits; AID 743398, 2014; in the data active means activation above about 30%, passing the limit was not always enough;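 further: 0% = neutral control wells and 100% = positive control wells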
Pemphigus Ab inh: inhibitors of pemphigus antibody binding to DSG3, primary screen, biochemical, bead-based, flow cytometry, scFv-GFP | Desmoglein-3 (Homo sapiens), P32926 | 310,000 compounds, 0.48% hits | binding (percent of control), % at 10 µM | DSG3-coupled beads, scFv-anti-DSG3-GFP binding; stronger effect = lower value;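 active means binding more than 3 SD below its plate's average and above zero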; further: some compounds called inactive have numbers as strong as hits
Target sequence (P32926 whole entry, looked up): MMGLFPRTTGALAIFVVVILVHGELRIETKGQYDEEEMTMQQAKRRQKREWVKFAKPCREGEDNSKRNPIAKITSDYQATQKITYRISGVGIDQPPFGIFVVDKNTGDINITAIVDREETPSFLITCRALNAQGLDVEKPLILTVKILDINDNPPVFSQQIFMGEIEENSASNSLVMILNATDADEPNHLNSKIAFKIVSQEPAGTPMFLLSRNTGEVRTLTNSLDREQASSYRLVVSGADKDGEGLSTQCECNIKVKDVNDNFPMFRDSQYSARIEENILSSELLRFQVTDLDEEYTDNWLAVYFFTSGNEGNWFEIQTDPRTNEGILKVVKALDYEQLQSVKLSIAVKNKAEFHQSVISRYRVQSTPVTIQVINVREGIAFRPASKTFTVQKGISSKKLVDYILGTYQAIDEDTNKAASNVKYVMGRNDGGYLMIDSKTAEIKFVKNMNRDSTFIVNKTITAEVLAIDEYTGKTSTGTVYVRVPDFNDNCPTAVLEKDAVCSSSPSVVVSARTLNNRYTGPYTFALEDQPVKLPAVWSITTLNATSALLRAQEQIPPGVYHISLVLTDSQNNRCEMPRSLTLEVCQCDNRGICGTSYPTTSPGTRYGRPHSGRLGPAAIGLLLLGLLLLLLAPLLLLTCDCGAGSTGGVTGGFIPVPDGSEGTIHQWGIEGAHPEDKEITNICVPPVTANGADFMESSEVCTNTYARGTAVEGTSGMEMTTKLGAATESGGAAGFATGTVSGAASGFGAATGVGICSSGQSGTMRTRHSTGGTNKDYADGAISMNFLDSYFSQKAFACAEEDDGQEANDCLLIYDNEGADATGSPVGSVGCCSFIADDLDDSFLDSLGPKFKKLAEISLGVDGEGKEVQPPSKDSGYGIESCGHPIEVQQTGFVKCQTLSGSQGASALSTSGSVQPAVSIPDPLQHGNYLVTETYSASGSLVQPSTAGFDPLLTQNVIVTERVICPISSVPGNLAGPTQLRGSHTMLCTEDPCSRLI
MOR-DOR inv ag: inverse agonists of MOR-DOR heterodimerization, primary screen, cell-based, luminescence; Mu-type opioid receptor (Homo sapiens) + Delta-type opioid receptor (Homo sapiens), …; cell-based MOR-DOR heterodimer luminescence, inverse agonism; inhibition, % at 9.3 µM; 340,000 compounds, 0.21% hits; AID 504357, 2011; in the data active means inhibition above about 22%, passing the limit was not always enough;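 further: 0% = cells with DMSO and 100% = wells without cells with DMSO; values of inactives mirror those of a sister screen read the other way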
OPRM1-OPRD1 ag: agonists of OPRM1-OPRD1 heterodimerization, primary screen, cell-based, luminescence | Mu-type opioid receptor (Homo sapiens) + Delta-type opioid receptor (Homo sapiens), … | cells | activation, % at 9.3 µM | 340,000 compounds, 0.3% hits | AID 504326, 2011; in the data active means activation above about 18%;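 further: 0% = vehicle-treated cells and 100% = reference agonist; values of inactives mirror those of a sister screen read the other way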
Cardiac RTF inh: cardiac RTF calcium sensitivity inhibitors, primary screen, biochemical, IANBD-TnC fluorescence, EC70 calcium | Troponin I, cardiac muscle (Homo sapiens) + Troponin T, cardiac muscle (Homo sapiens) + … | IANBD-labeled cardiac RTF, Ca2+ fluorescence | inhibition, % at 7.15 µM | 340,000 compounds, 0.12% hits | AID 493244, 2011;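 active means inhibition above the mean inhibition of all tested compounds plus 3 SD, cut at about 17% in these data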;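 further: assay run at fixed EC70 calcium of 1.6 mM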
Arrestin-AP2 inh: inhibitors of beta-arrestin/AP2 binding, primary screen, biochemical, GPCR trafficking, flow cytometry | beta-arrestin 1 C-terminal peptide binding to AP2 beta2-adaptin appendage (human) | FITC-arrestin peptide / GST-AP2 beads; AP2 beta2 appendage carries R879A mutation | inhibition, % at 10 µM | 340,000 compounds, 0.31% hits;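 active means inhibition above a set limit, near 3 SD of compounds lacking own fluorescence, cut at about 54% in these data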;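 further: plate controls were DMSO wells for no effect and 5 µM unlabelled arrestin peptide for full effect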
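System: GST-AP2 R879A glutathione beads | Also added: FITC-arrestin peptide, 50 nM | Times: 12 min plus 1 h, RT | Signal: Bead flow cytometry, FITC channel | Buffer or medium: PBS with 0.05% Tween 20 and 0.1% BSA | Read-out basis: Percent drop in bead-associated FITC signal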
An asterisk follows results filed as active; x = not tested or not shown.

A first look:
#	SMILES	RTF Ca sens act	C-LANA FP	Keap1-Nrf2 PPI	V-ATPase pH	Wnt act
1	COc1ccc(/C=N/N=C2\CC3CCC2(C)C3(C)C)cc1O (centres undefined)	2	0.5	3	-3	-3
2	CCOC(=O)C1=C(C)N=c2s/c(=C\c3ccc(OC(C)=O)c(OCC)c3)c(=O)n2C1/C=C/c1ccccc1 (centres undefined)	0	-2.7	-3	-4	-5

#	Pemphigus Ab inh	MOR-DOR inv ag	OPRM1-OPRD1 ag	Cardiac RTF inh	Arrestin-AP2 inh
1	99	-1	0.2	-18	10
2	92	12	-2.0	2	27

The listing, previewed entries included:
#	SMILES	RTF Ca sens act	C-LANA FP	Keap1-Nrf2 PPI	V-ATPase pH	Wnt act
1	COc1ccc(/C=N/N=C2\CC3CCC2(C)C3(C)C)cc1O (centres undefined)	2	0.5	3	-3	-3
2	CCOC(=O)C1=C(C)N=c2s/c(=C\c3ccc(OC(C)=O)c(OCC)c3)c(=O)n2C1/C=C/c1ccccc1 (centres undefined)	0	-2.7	-3	-4	-5
3	Cc1ccc(NS(=O)(=O)c2ccc3c(c2)CC(=O)N3)c(C)c1	0	0.0	-4	2	4
4	CC(C)c1ccc(-c2nnn(CCC(=O)O)n2)cc1	-4	1.9	3	2	x
5	COCCN(C(=O)COC(=O)Cc1c[nH]c2ccccc12)c1c(N)n(Cc2ccccc2)c(=O)[nH]c1=O	-2	-0.8	-2	2	1
6	CCOc1ccc(NS(=O)(=O)c2ccc(C(=O)NCC3(N(C)C)CCCCC3)cc2)cc1	4	-2.1	5	-2	-3
7	CC(NC(=O)c1ccco1)c1nc(-c2ccc(Cl)cc2)no1 (centres undefined)	-7	-1.0	-1	-3	-2
8	Cc1ccc(C(=O)N/N=C\c2ccc[nH]2)cc1[N+](=O)[O-]	-5	0.2	-1	5	-19
9	CCCCN(N=Nc1nonc1OC)c1nonc1OC	1	0.6	-3	4	-2
10	CC(=O)c1cccc(NC(=O)NCc2cccs2)c1	4	-1.9	4	0	x

#	Pemphigus Ab inh	MOR-DOR inv ag	OPRM1-OPRD1 ag	Cardiac RTF inh	Arrestin-AP2 inh
1	99	-1	0.2	-18	10
2	92	12	-2.0	2	27
3	100	-2	0.3	0	-7
4	96	-4	0.9	-2	3
5	106	3	-0.5	2	-9
6	116	4	-0.8	-1	12
7	x	2	-0.3	-11	0
8	97	10	-1.6	-7	32
9	x	-19	3.3	4	4
10	x	-1	0.1	-10	2

Next section:
#	SMILES	RTF Ca sens act	C-LANA FP	Keap1-Nrf2 PPI	V-ATPase pH	Wnt act
11	CCOC(=O)c1c(NC(=O)c2ccno2)c2cc([N+](=O)[O-])ccc2n1C	18	0.5	-5	-125	2
12	COc1ccc(CCN2CC(C(=O)N(C)CCOc3ccccc3)CCC2=O)cc1 (centres undefined)	1	-0.9	-2	-4	2
13	O=C(CCc1ccccc1)NC(=S)Nc1cc(C(F)(F)F)ccc1N1CCOCC1	1	-1.1	-1	2	-5
14	O=C(Oc1cccc(-n2cnnn2)c1)C1CCCCC1	-3	-0.3	0	-3	x
15	Cc1cc(-c2nnc(-c3ccccc3)c(-c3ccccc3)n2)c(C)o1	-2	0.4	2	1	x
16	COc1ccc(C(=O)COC(=O)CCCC(=O)NC2CCCCC2)cc1	-1	0.4	-1	2	-2
17	CCCCN(CC)Cc1ccc(CNC(=S)Nc2ccccc2F)o1	-3	-2.8	-2	2	-1
18	CC[C@@]1(C(=O)OC)N[C@H](CN(C)C(=O)COC)[C@@H]2C(=O)N(Cc3ccccc3)C(=O)[C@@H]21	1	1.0	1	-1	-2
19	C=C(C)CN=CC1(C)CCC(C)=CO1 (centres undefined)	-5	1.5	-1	0	-1
20	CCCN1C2CCCC1CC(NC(=S)NCCCOCC)C2 (centres undefined)	2	1.8	-2	0	1

#	Pemphigus Ab inh	MOR-DOR inv ag	OPRM1-OPRD1 ag	Cardiac RTF inh	Arrestin-AP2 inh
11	102	4	-0.7	-13	10
12	100	18	-3.6	-2	-1
13	101	-20	3.8	2	-4
14	99	22	-5.0	-3	1
15	x	-3	0.6	-3	5
16	101	21	-4.1	-6	-4
17	97	-12	2.3	-5	-4
18	96	12	-2.6	-7	1
19	97	12	-2.4	-3	35
20	98	-4	0.7	-12	18

More structures follow:
#	SMILES	RTF Ca sens act	C-LANA FP	Keap1-Nrf2 PPI	V-ATPase pH	Wnt act
21	CCc1ccc(C(=O)NNc2ccc(S(N)(=O)=O)cc2)cc1	x	0.8	-4	3	7
22	COc1ccccc1C(=O)Nn1c(C2CCC2)nc2ccccc2c1=O	0	-0.1	-2	-5	x
23	Nc1ccc(C(=O)N2CCN(S(=O)(=O)c3ccc4c(c3)OCCO4)CC2)cc1[N+](=O)[O-]	-10	-0.8	-3	-1	0
24	Cc1ccccc1-c1nc(-c2ccc(NC(=O)c3cccs3)cc2)no1	-2	1.3	-2	2	17
25	COc1cccc(N2CCN(C(=O)c3ccc(-c4ccccc4)cc3)CC2)c1	4	0.3	-1	-3	5
26	CC(=O)Nc1ccc(N(C(=O)c2ccco2)C(C(=O)NC2CCCC2)c2ccc(N(C)C)cc2)cc1 (centres undefined)	0	-1.0	-5	-2	-2
27	Cc1cccnc1NC(=O)C(c1ccccc1)c1ccccc1	6	-0.1	-3	10	-2
28	O=c1[nH]c2c(n(C3CCCCC3)c1=O)CCC2	9	0.2	-7	2	x
29	CCOc1ccccc1-n1nnnc1SCC(=O)NCc1ccco1	4	1.3	-2	-1	2
30	Cc1sc2nc(SCC(=O)Nc3ccc(S(N)(=O)=O)cc3)[nH]c(=O)c2c1C	3	-0.5	3	0	-5

#	Pemphigus Ab inh	MOR-DOR inv ag	OPRM1-OPRD1 ag	Cardiac RTF inh	Arrestin-AP2 inh
21	103	x	x	x	3
22	100	8	-1.4	-5	-5
23	x	-2	0.4	-3	27
24	104	-23	4.1	3	7
25	113	-11	2.0	-12	-30
26	99	-20	2.5	-4	-4
27	101	11	-1.7	-28	17
28	99	-13	2.4	-2	-1
29	93	14	-2.8	-3	0
30	102	21	-4.0	-11	-9

The results go on.
#	SMILES	RTF Ca sens act	C-LANA FP	Keap1-Nrf2 PPI	V-ATPase pH	Wnt act
31	Cn1c(CC(=O)NCCO)c(Sc2ccccc2)c2ccccc21	2	0.2	1	0	-7
32	COCC(=O)Nc1cc(Cl)c(OC)cc1OC	9	0.0	1	0	1
33	CN(Cc1ccc(F)cc1)C(=O)c1cccc(S(=O)(=O)N2CCN(c3ccc(F)cc3)CC2)c1	-9	-2.1	0	-6	-6
34	O=S(=O)(N(Cc1ccccc1)[C@@H](CO)Cc1ccccc1)N(Cc1ccccc1)[C@@H](CO)Cc1ccccc1	1	-0.6	2	-1	-4
35	COCc1cc(=O)[nH]c2cc(NC(=O)C(F)(F)F)c(C)cc12	-4	1.7	0	0	x
36	CC1CCC2(CC1)NC(=O)N(CC(=O)N1CCN(C(=O)c3cccs3)CC1)C2=O (centres undefined)	1	-0.5	2	7	0
37	COC(=O)c1cc2ccccc2c(=O)s1	-3	0.1	-5	2	2
38	NS(=O)(=O)c1cccnc1Nc1cccc(Cl)c1Cl	-2	0.4	1	2	x
39	COc1ccc(CC(=O)NNC(=O)CSc2ccc(C)cc2)cc1	-4	0.5	-4	-1	-1
40	Cc1ccc(C)c(/C(O)=C2\C(=O)C(=O)N(CCCn3ccnc3)C2c2ccncc2)c1 (centres undefined)	-2	-0.4	1	-1	-3

#	Pemphigus Ab inh	MOR-DOR inv ag	OPRM1-OPRD1 ag	Cardiac RTF inh	Arrestin-AP2 inh
31	102	11	-2.0	-8	-13
32	112	6	-1.2	-1	8
33	102	-15	2.3	-7	24
34	102	-14	2.3	-5	-6
35	x	-1	0.2	6	1
36	x	8	-1.9	0	33
37	106	9	-1.5	-6	4
38	x	1	-0.3	7	-6
39	101	8	-1.6	-5	7
40	105	-6	1.1	-9	6

A stretch of the results above:
#	SMILES	RTF Ca sens act	C-LANA FP	Keap1-Nrf2 PPI	V-ATPase pH	Wnt act
21	CCc1ccc(C(=O)NNc2ccc(S(N)(=O)=O)cc2)cc1	x	0.8	-4	3	7
22	COc1ccccc1C(=O)Nn1c(C2CCC2)nc2ccccc2c1=O	0	-0.1	-2	-5	x
23	Nc1ccc(C(=O)N2CCN(S(=O)(=O)c3ccc4c(c3)OCCO4)CC2)cc1[N+](=O)[O-]	-10	-0.8	-3	-1	0

#	Pemphigus Ab inh	MOR-DOR inv ag	OPRM1-OPRD1 ag	Cardiac RTF inh	Arrestin-AP2 inh
21	103	x	x	x	3
22	100	8	-1.4	-5	-5
23	x	-2	0.4	-3	27

Continued:
#	SMILES	RTF Ca sens act	C-LANA FP	Keap1-Nrf2 PPI	V-ATPase pH	Wnt act
41	CC(=O)c1cccc(NC(=O)CN(c2ccc(F)cc2)S(C)(=O)=O)c1	-2	1.1	0	-3	x
42	COc1cc(/C=C2\SC(=S)N(NS(=O)(=O)c3ccccc3)C2=O)ccc1O	0	-51	-17	0	6
43	Cc1cccc(C(=O)Oc2cc(C)[nH]c(=O)c2[N+](=O)[O-])c1	-3	-1.9	-4	1	0
44	O=C1CC(C(=O)NC2CCCCC2)C(c2ccccc2)O1 (centres undefined)	1	0.8	-3	2	-2
45	Cc1ccc2c(c1)N(C(=O)CCC(=O)N1CCOCC1)CCO2	-1	1.3	0	3	-2

#	Pemphigus Ab inh	MOR-DOR inv ag	OPRM1-OPRD1 ag	Cardiac RTF inh	Arrestin-AP2 inh
41	102	12	-2.0	2	8
42	92	23	-4.6	3	31
43	99	18	-3.5	-16	3
44	x	10	-2.4	1	4
45	94	3	-0.4	-9	0
